MCL1-BIM inh: MCL1-BIM-BH3 interaction inhibition (human). Q07820. GST-MCL1 / FITC-Bim-BH3 fluorescence polarization. inhibition, % at 10.9 µM. 320,000 compounds, 0.68% hits. AID 2057;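 active means inhibition above the mean inhibition of all tested compounds plus 3 SD, set per campaign, cut at about 40% in these data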;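 further: 0% = DMSO wells and 100% = unlabeled Bim-BH3 peptide control; higher means more loss of mP so more displacement of Bim peptide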
Fam108B counter: Fam108B inhibition, counter-screen for RBBP9 inhibitors. recombinant Fam108B, FP-Rh probe fluorescence polarization. inhibition, % at 9.51 µM. 300,000 compounds, 0.33% hits. AID 1947;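 active means inhibition above the screen mean inhibition plus 3 SD, computed separately per campaign, cut at about 18% in these data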;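 further: inhibitors lower polarization as less probe binds the enzyme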
Bcl-xL primary: Bcl-xL (human) inhibition; AID 2129; inhibition, % at 10.9 µM; Q07817; GST-Bcl-xL / FITC-Bim BH3 peptide fluorescence polarization; 320,000 compounds, 0.7% hits;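 active means inhibition above the mean of all tested compounds plus 3 SD, cutoff set per campaign, cut at about 30% in these data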;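 further: 0% = DMSO wells and 100% = unlabeled Bim-BH3 peptide competitor; inhibitors lower millipolarization by displacing the labeled peptide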
PME-1 inh: PME-1 (human) inhibition; Q9Y570; recombinant PME-1, FP-Rh probe fluorescence polarization; inhibition, % at 5.9 µM; 320,000 compounds, 0.53% hits; AID 2130;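 active means inhibition above the campaign mean of all compounds plus 3 SD, cut at about 26% in these data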;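 further: competitive labeling of PME-1 active site by serine hydrolase directed probe; 0% = PME-1 with DMSO and 100% = wells lacking PME-1 enzyme; inhibitors block probe labeling so polarization falls and inhibition rises; many of its hits are not listed in these tables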
GLD-1 TGE inh: GLD-1-TGE RNA interaction inhibition (C. elegans); Q17339; purified GLD-1 + fluorescein TGE RNA, fluorescence polarization; inhibition, % at 5.96 µM; 320,000 compounds, 0.44% hits;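 active means percent inhibition above a per-plate cutoff, the plate mean of test compounds plus 3 SD, cut at about 30% in these data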;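 further: 0% = DMSO wells with GLD-1 and probe and 100% = wells lacking GLD-1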
AHR activator: human AHR activation. AID 2796. 320,000 compounds, 2.5% hits. P35869. activation, % at 5 µM. AHR-responsive luciferase reporter cells, luminescence; in the data active means activation above about 47%;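 further: 0% = vehicle wells and 100% = reference agonist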
Target sequence (P35869 whole entry, looked up): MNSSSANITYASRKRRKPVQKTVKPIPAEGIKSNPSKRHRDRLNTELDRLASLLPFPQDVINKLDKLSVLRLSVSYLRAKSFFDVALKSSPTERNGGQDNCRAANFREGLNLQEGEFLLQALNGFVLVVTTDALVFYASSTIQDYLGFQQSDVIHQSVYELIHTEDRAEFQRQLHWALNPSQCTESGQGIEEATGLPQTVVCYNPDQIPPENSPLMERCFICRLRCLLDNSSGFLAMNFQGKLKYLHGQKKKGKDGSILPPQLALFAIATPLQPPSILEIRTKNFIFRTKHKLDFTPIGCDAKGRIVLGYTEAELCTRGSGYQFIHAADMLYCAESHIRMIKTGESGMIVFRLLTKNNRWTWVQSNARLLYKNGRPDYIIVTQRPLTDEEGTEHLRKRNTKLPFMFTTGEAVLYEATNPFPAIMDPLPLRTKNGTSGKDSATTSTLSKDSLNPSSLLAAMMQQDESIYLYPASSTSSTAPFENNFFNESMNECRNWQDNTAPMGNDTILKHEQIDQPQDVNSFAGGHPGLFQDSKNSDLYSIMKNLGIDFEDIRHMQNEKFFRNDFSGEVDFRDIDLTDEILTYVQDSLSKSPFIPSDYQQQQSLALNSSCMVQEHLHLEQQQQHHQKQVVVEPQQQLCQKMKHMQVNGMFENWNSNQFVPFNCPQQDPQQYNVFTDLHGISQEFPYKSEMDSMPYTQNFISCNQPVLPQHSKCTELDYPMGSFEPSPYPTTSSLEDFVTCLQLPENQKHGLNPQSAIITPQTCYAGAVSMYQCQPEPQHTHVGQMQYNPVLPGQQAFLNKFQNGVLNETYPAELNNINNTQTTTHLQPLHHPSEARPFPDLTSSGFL
PAFAH1B2 FP inh: blocks human PAF acetylhydrolase 1b catalytic subunit 2; inhibition, % at 3.39 µM; 340,000 compounds, 1.2% hits; AID 492953; P68402; recombinant PAFAH1B2, FP-rhodamine activity probe, fluorescence polarization;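 active means inhibition above the mean of all tested compounds plus 3 SD, cut at about 24% in these data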;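 further: 0% = enzyme with DMSO and 100% = wells lacking PAFAH1B2; many of its hits are not listed in these tables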
Target sequence (P68402 whole entry, looked up): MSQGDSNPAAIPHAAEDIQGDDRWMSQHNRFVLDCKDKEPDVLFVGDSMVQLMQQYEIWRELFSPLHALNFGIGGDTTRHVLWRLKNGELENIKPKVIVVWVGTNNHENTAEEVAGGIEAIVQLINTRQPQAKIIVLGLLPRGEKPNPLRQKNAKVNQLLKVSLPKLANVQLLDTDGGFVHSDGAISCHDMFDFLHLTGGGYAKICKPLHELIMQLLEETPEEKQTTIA
MEX-5 binding: C. elegans MEX-5 TCR-2 RNA binding activity. Q9XUB2. MEX-5/FITC-TCR2 RNA binding, fluorescence polarization; active compounds read low. activity score (negative = inhibition of binding), % at 10 µM. 300,000 compounds, 0.38% hits. AID 1832;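 active means inhibition past about -25% in most replicates, and total fluorescence under double the plate's negative control median, limit read from the data; inconclusive means replicates evenly split on the limit, or fluorescence at least double controls; inactive means too little inhibition in most replicates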;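 further: 0% = DMSO and -100% = 5 µM competing unlabeled TCR2 RNA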
pPAFAH FP inh: inhibitors of human plasma PAF acetylhydrolase (pPAFAH). inhibition, % at 3.39 µM. AID 463082. 330,000 compounds, 1.5% hits. recombinant pPAFAH, FP-rhodamine probe fluorescence polarization;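 active means inhibition above the mean inhibition across the screen plus 3 SD, cut at about 25% in these data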;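 further: inhibitors block binding of the rhodamine activity-based probe so polarization drops; 0% = enzyme with DMSO and 100% = wells lacking pPAFAH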
Active calls of the source: *. The list is partial. The share of hits here may be higher or lower than overall.

CC(CNC(=O)c1cc(COc2c(F)cccc2F)on1)c1ccccc1 (configuration not stated) was read as MCL1-BIM inh 5, Fam108B counter 1, Bcl-xL primary 1, PME-1 inh 0, GLD-1 TGE inh 8, AHR activator 2, PAFAH1B2 FP inh 7, MEX-5 binding -0.5 and pPAFAH FP inh 4.
Screening CC(C)(C)c1cc(C(=O)NN)n(Cc2ccc(Cl)cc2Cl)n1 returned MCL1-BIM inh 6, Fam108B counter 7, Bcl-xL primary 1, PME-1 inh -1, GLD-1 TGE inh 1, AHR activator 3, PAFAH1B2 FP inh 1, MEX-5 binding -1.5 and pPAFAH FP inh -1.
CN1CC=C2C(C#N)=C(N)C(C#N)(C#N)[C@H](c3ccoc3)[C@H]2C1 was read as MCL1-BIM inh 175*, Fam108B counter 9, Bcl-xL primary 146*, PME-1 inh 14, GLD-1 TGE inh 99*, AHR activator 3, PAFAH1B2 FP inh 14, MEX-5 binding -66* and pPAFAH FP inh 32*.
`O=C(O)C1C2C=CC(C2)C1C(=O)Nc1ccccc1Br` (configuration not stated) gave MCL1-BIM inh 1, Fam108B counter -1, Bcl-xL primary 4, PME-1 inh -1, GLD-1 TGE inh -4, AHR activator 2, PAFAH1B2 FP inh 2, MEX-5 binding -1.2 and pPAFAH FP inh 3.
For COc1ccc(N=C2SC(CC(=O)Nc3ccccc3)C(=O)N2Cc2ccco2)cc1 (configuration not stated) the results were MCL1-BIM inh 4, Fam108B counter 2, Bcl-xL primary 4, PME-1 inh 5, GLD-1 TGE inh 7, AHR activator 1, PAFAH1B2 FP inh -3, MEX-5 binding 0.7 and pPAFAH FP inh 3.
`COc1ccc(Cl)cc1NS(=O)(=O)c1cn(C)nc1C` gave MCL1-BIM inh -7, Fam108B counter 0, Bcl-xL primary 2, PME-1 inh 1, GLD-1 TGE inh 2, AHR activator 9, PAFAH1B2 FP inh 5, MEX-5 binding 1.7 and pPAFAH FP inh 0.
`O=C(Nc1ccccc1O)c1cccc(S(=O)(=O)Nc2ccccc2O)c1` gave MCL1-BIM inh 4, Fam108B counter -1, Bcl-xL primary 8, PME-1 inh 1, GLD-1 TGE inh 0, AHR activator 1, PAFAH1B2 FP inh 13, MEX-5 binding inconclusive and pPAFAH FP inh -1.
O=C(O)c1c2c(nc3ccccc13)-c1ccccc1CC2 was read as MCL1-BIM inh 9, Fam108B counter 1, Bcl-xL primary 4, PME-1 inh 1, GLD-1 TGE inh -4, AHR activator 5, PAFAH1B2 FP inh -3, MEX-5 binding -3.5 and pPAFAH FP inh 1.
Screening Cc1ccc(CNCCC2=CCCCC2)cc1 returned MCL1-BIM inh 2, Fam108B counter 1, Bcl-xL primary 4, PME-1 inh 7, GLD-1 TGE inh 0, AHR activator 2, PAFAH1B2 FP inh 3, MEX-5 binding 1.0 and pPAFAH FP inh 3.
`COC(=O)[C@@H]1C[C@@]2(O)[C@H](O)[C@H](O)[C@H](O)C[C@H]2N1Cc1ccc(C)s1` gave MCL1-BIM inh 3, Fam108B counter 2, Bcl-xL primary 1, PME-1 inh 3, GLD-1 TGE inh -1, AHR activator 4, PAFAH1B2 FP inh 6, MEX-5 binding -2.4 and pPAFAH FP inh 3.
For O=C(Nc1ccccc1)C1CCCN1S(=O)(=O)c1ccc(Br)cc1 (configuration not stated) the results were MCL1-BIM inh 3, Fam108B counter -5, Bcl-xL primary 1, PME-1 inh 2, GLD-1 TGE inh -4, AHR activator -4, PAFAH1B2 FP inh -2, MEX-5 binding 2.4 and pPAFAH FP inh 2.
For CNc1ccc(C(=O)N2CCN(S(=O)(=O)c3ccc4c(c3)OCCCO4)CC2)cc1[N+](=O)[O-] the results were MCL1-BIM inh 1, Fam108B counter -2, Bcl-xL primary 1, PME-1 inh 6, GLD-1 TGE inh -1, AHR activator 0, PAFAH1B2 FP inh -1, MEX-5 binding 0.7 and pPAFAH FP inh 7.
For O=C(CCc1ccc(O)cc1)NNC(=S)NCCc1ccccc1 the results were MCL1-BIM inh 8, Fam108B counter 1, Bcl-xL primary 2, PME-1 inh -6, GLD-1 TGE inh 0, AHR activator -2, PAFAH1B2 FP inh 1, MEX-5 binding -4.9 and pPAFAH FP inh 0.
Screening CCOc1ccc(N2C(=O)CS/C2=C(\C(Cl)=C(Cl)Cl)[N+](=O)[O-])cc1 returned MCL1-BIM inh -1, Fam108B counter 7, Bcl-xL primary -5, PME-1 inh 3, GLD-1 TGE inh -1, AHR activator -1, PAFAH1B2 FP inh 2, MEX-5 binding -4.4 and pPAFAH FP inh 28*.
`COc1cccc(/C=C/C(=O)OCC(=O)NC(=O)NC2CCCCC2)c1` gave MCL1-BIM inh -7, Fam108B counter 0, Bcl-xL primary -7, PME-1 inh 0, GLD-1 TGE inh -6, AHR activator -2, PAFAH1B2 FP inh 2, MEX-5 binding -0.2 and pPAFAH FP inh 6.
O=C(N=C1SC2CS(=O)(=O)CC2N1CCc1ccccc1)C1CC1 (configuration not stated) was read as MCL1-BIM inh 1, Fam108B counter 0, Bcl-xL primary 6, PME-1 inh -2, GLD-1 TGE inh 8, AHR activator 0, PAFAH1B2 FP inh 4, MEX-5 binding 0.1 and pPAFAH FP inh 4.
Screening O=C(COC(=O)CCNS(=O)(=O)c1ccccc1)NC1CC1 returned GLD-1 TGE inh -3, AHR activator 1, PAFAH1B2 FP inh -4 and pPAFAH FP inh 9.
Screening COc1ccc(NC(=O)C2CCN(C(=O)c3ccco3)CC2)c(OC)c1 returned MCL1-BIM inh -7, Fam108B counter 0, Bcl-xL primary 1, PME-1 inh 6, GLD-1 TGE inh -7, AHR activator 2, PAFAH1B2 FP inh 6, MEX-5 binding -0.7 and pPAFAH FP inh -4.
Cc1cc(C)nc(-n2nc(C)cc2NC(=O)C(C)C)n1 was read as MCL1-BIM inh 3, Fam108B counter -1, Bcl-xL primary 4, PME-1 inh -1, GLD-1 TGE inh -3, AHR activator 3, PAFAH1B2 FP inh 6, MEX-5 binding -2.4 and pPAFAH FP inh 3.
For O=[N+]([O-])c1cc(Br)cc(C=Nc2ccc3c(c2)OCO3)c1O the results were MCL1-BIM inh 16, Fam108B counter 7, Bcl-xL primary 16, PME-1 inh 14, GLD-1 TGE inh -3, AHR activator 13, PAFAH1B2 FP inh 6, MEX-5 binding 0.7 and pPAFAH FP inh 41*.
`CCN1C(=O)[C@H]2[C@@H](c3ccc(OC)cc3)N3C(=O)CN(CCOC)C(=O)[C@@]3(Cc3ccccc3)[C@H]2C1=O` gave MCL1-BIM inh 6, Fam108B counter 1, Bcl-xL primary 8, PME-1 inh -5, GLD-1 TGE inh 3, AHR activator -5, PAFAH1B2 FP inh 3, MEX-5 binding 2.2 and pPAFAH FP inh 4.
For CCn1c(-c2cccn(Cc3ccccc3)c2=O)n[nH]c1=S the results were MCL1-BIM inh 3, Fam108B counter 7, Bcl-xL primary -5, PME-1 inh 3, GLD-1 TGE inh 6, AHR activator 3, PAFAH1B2 FP inh 2, MEX-5 binding 2.4 and pPAFAH FP inh -1.
Screening O=C1CN(S(=O)(=O)c2cc(C(F)(F)F)ccc2Cl)CCN1 returned MCL1-BIM inh 6, Bcl-xL primary 3, PME-1 inh -6, GLD-1 TGE inh -2, AHR activator 1, PAFAH1B2 FP inh 1 and pPAFAH FP inh -2.
For CCc1ccc(NC(=O)CC2C(=O)N(c3cccc(C)c3)C(=O)N2C2CC2)cc1 (configuration not stated) the results were MCL1-BIM inh 5, Fam108B counter 0, Bcl-xL primary 6, PME-1 inh -5, GLD-1 TGE inh 3, AHR activator 4, PAFAH1B2 FP inh 3, MEX-5 binding -0.5 and pPAFAH FP inh 2.
For O=C(NN1C(=O)C2C3C=CC(C3)C2C1=O)c1ccccc1 (configuration not stated) the results were MCL1-BIM inh -17, Fam108B counter -4, Bcl-xL primary -2, PME-1 inh 2, GLD-1 TGE inh -3, AHR activator -1, PAFAH1B2 FP inh 3, MEX-5 binding 0.3 and pPAFAH FP inh 2.
For Cc1ccc(SCc2[nH]nc3c2C(c2cccnc2)C(C#N)=C(N)O3)cc1 (configuration not stated) the results were MCL1-BIM inh 5, Fam108B counter -3, Bcl-xL primary 8, PME-1 inh -3, GLD-1 TGE inh -4, AHR activator 4, PAFAH1B2 FP inh 19, MEX-5 binding 0.6 and pPAFAH FP inh -1.
`CCn1c2ccc(C)cc2c2n[nH]c(=S)nc21` gave MCL1-BIM inh 8, Fam108B counter 5, Bcl-xL primary 16, PME-1 inh 1, GLD-1 TGE inh 4, AHR activator 41, PAFAH1B2 FP inh 1, MEX-5 binding -3.7 and pPAFAH FP inh 2.
Screening O=C1CSc2ccc(C(=O)NCc3ccccn3)cc2N1 returned GLD-1 TGE inh 4, AHR activator 3, PAFAH1B2 FP inh 4 and pPAFAH FP inh 1.
For Cc1sc2nc(SCc3nnc(-c4cccs4)o3)n(C3CCCC3)c(=O)c2c1C the results were MCL1-BIM inh 8, Fam108B counter 0, Bcl-xL primary 0, PME-1 inh -3, GLD-1 TGE inh -1, AHR activator 1, PAFAH1B2 FP inh 2, MEX-5 binding -4.8 and pPAFAH FP inh 2.
Cc1ccccc1NC(=O)CN1C(=O)CSc2ccc(S(=O)(=O)N3CCCC3)cc21 was read as MCL1-BIM inh -2, Fam108B counter 0, Bcl-xL primary -2, PME-1 inh 3, GLD-1 TGE inh 2, AHR activator 3, PAFAH1B2 FP inh 4, MEX-5 binding -1.0 and pPAFAH FP inh 8.
For COC(=O)c1sccc1NC(=S)Nc1cc(OC)ccc1OC the results were MCL1-BIM inh 8, Fam108B counter 3, Bcl-xL primary 13, PME-1 inh -7, GLD-1 TGE inh 6, AHR activator 6, PAFAH1B2 FP inh 3, MEX-5 binding -1.5 and pPAFAH FP inh 3.
`NS(=O)(=O)c1ccc(CCNC(=O)NC23CC4CC(CC(C4)C2)C3)cc1` gave MCL1-BIM inh 3, Fam108B counter 4, Bcl-xL primary 0, PME-1 inh -1, GLD-1 TGE inh 2, AHR activator 2, PAFAH1B2 FP inh 5, MEX-5 binding 0.9 and pPAFAH FP inh 4.
COc1cc(OC)cc(-c2nnc(SCC(=O)Nc3cccc(C(=O)O)c3)s2)c1 was read as MCL1-BIM inh 2, Fam108B counter 1, Bcl-xL primary 7, PME-1 inh -5, GLD-1 TGE inh -4, AHR activator 1, PAFAH1B2 FP inh 9, MEX-5 binding -0.6 and pPAFAH FP inh -3.
Screening O=C(OCC(=O)N1CCN(c2ccccc2)CC1)c1ccc(Cl)nc1 returned MCL1-BIM inh 5, Fam108B counter 3, Bcl-xL primary 5, PME-1 inh 0, GLD-1 TGE inh 3, AHR activator 0, PAFAH1B2 FP inh 3, MEX-5 binding -0.7 and pPAFAH FP inh 6.
Screening COc1ccccc1/C=C/C(=O)NC(=S)N1CCOCC1 returned MCL1-BIM inh -5, Fam108B counter -3, Bcl-xL primary -4, PME-1 inh 5, GLD-1 TGE inh 0, AHR activator 43, PAFAH1B2 FP inh 0, MEX-5 binding 1.1 and pPAFAH FP inh 1.

Screens (PubChem)
